rCAG RNA binder – binders of r(CAG) RNA repeats, primary screen, biochemical, fluorescence; inhibition, % at 3 µM; 1.3% of 370,000 active; r(CAG) RNA repeat, TO-PRO-1 dye displacement fluorescence; AID 651821, 2012;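 active = inhibition above the plate cutoff, the mean of all test compounds on that plate plus 3 SD, cut at about 35% in these data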;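 also: 0% = DMSO alone and 100% = 100 µM mitoxantrone as full dye displacement; higher means more dye released from RNA so lower well fluorescence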
UHRF1 MBD2 ctr – UHRF1 methylated DNA binding inhibitors, primary screen, counter-screen for MBD2 inhibitor project, biochemical, TR-FRET, human UHRF1, single concentration | UHRF1 binding to methylated oligo | inhibition, % at 4.4 µM | 0.75% of 370,000 active | E3 ubiquitin-protein ligase UHRF1 (Homo sapiens), Q96T88; in the data active = inhibition above about 21%;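 also: UHRF1 SRA domain binding a hemimethylated CpG hairpin DNA probe; 0% = median of test compound wells and 100% = reference inhibitor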
PRMT1 inh – PRMT1 methyltransferase inhibitors, primary screen, biochemical, fluorescence polarization; 1.3% of 370,000 active; inhibition, % at 2.79 µM; Protein arginine N-methyltransferase 1 (Homo sapiens), Q99873; recombinant PRMT1, activity-based probe fluorescence polarization;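 active = inhibition above about 21% made by adding two undisclosed values, limit read from the data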
Target sequence (Q99873 whole entry, looked up): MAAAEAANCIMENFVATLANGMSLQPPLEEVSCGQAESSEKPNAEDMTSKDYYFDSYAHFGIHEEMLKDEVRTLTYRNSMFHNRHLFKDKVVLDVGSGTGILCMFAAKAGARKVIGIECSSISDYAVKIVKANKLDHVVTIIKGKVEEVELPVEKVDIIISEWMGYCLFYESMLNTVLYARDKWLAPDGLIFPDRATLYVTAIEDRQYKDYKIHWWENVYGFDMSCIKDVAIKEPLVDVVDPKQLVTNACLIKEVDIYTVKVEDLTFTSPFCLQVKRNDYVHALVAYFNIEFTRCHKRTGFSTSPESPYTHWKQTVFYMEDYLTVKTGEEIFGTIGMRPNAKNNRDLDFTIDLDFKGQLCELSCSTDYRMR
PG9 Ab binder – binders of HIV-1 gp120 antibody PG9, primary screen, biochemical, TR-FRET. HIV-1 gp120 / PG9 antibody interaction. TR-FRET gp120-PG9 antibody binding. inhibition, % at 6.7 µM. 0.43% of 360,000 active; in the data active = inhibition above about 8.5%
HTRA1 inhibitor – HTRA1 serine protease inhibitors, primary screen, biochemical, fluorescence polarization, HTS. 0.5% of 340,000 active. inhibition, % at 5.96 µM. recombinant HTRA1, FP-rhodamine activity-based probe. Q92743. AID 504803, 2011; in the data active = inhibition above about 36%;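 also: 0% = enzyme with DMSO and 100% = wells lacking enzyme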
mABHD4 FP – ABHD4 inhibitors, primary screen, biochemical, fluorescence polarization, mouse | purified mABHD4, FP-Rh probe fluorescence polarization | 0.54% of 370,000 active | inhibition, % at 8.92 µM | AID 720543, 2013 | (Lyso)-N-acylphosphatidylethanolamine lipase (Mus musculus), Q8VD66;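 active = inhibition exceeding the mean over every tested compound plus 3 SD, cut at about 30% in these data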;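 also: 0% = plate median of compound wells and 100% = S159A mutant with DMSO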
Target sequence (Q8VD66 whole entry, looked up): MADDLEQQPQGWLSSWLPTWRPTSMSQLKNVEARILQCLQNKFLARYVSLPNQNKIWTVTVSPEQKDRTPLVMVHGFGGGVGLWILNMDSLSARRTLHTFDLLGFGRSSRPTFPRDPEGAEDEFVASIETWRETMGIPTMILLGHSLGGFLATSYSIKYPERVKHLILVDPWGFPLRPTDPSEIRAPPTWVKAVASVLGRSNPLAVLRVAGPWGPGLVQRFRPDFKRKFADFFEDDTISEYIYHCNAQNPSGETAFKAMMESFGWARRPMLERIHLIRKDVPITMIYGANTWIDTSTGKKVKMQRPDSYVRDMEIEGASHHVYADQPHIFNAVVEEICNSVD
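Assay system: mABHD4 protein; medium: HEPES pH 7.0, NaCl, Pluronic buffer; dosing: 8.92 µM, single dose; schedule: 45 min + 60 min at 25 °C; signal: FP readout, ex 525 nm / em 598 nm; read-out: normalized percent inhibition of probe labeling; repeats: single replicate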
LEDGF integ inh – blockers of LEDGF/p75-dependent integrase strand transfer – biochemical, TR-FRET, high throughput, primary screen | TR-FRET IN-LEDGF/p75 DNA integration, Eu/Cy5 | inhibition, % at 3.7 µM | 0.64% of 370,000 active | AID 743269, 2014;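 active = inhibition above the screen-wide mean plus 3 SD, cut at about 13% in these data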;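 also: signal is the Cy5 over europium emission ratio at 671 and 618 nm; 0% = plate median of compound wells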
MBD2 inh – inhibitors of MBD2 binding to methylated DNA, primary screen, biochemical, TR-FRET, DNA-binding domain, human; MBD2 binding to methylated oligonucleotide; AID 686964, 2013; inhibition, % at 4.4 µM; 0.31% of 370,000 active; in the data active = inhibition above about 13%
TCR CD3 inh – inhibitors of human TCR-CD3 interaction, primary screen, biochemical, fluorescence, TAMRA-labeled TCR probe. T-cell receptor (TCR). inhibition, % at 9.4 µM. 0.37% of 360,000 active. AID 651800, 2012; in the data active = inhibition above about 19%;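 also: recombinant mutant TCR 2C K166C tagged with TAMRA read by polarization; 0% = receptor in buffer alone and 100% = receptor with positive control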
Rev-erbA mod – modulators of Rev-erb alpha DNA binding, primary screen, biochemical, FITC-DNA, fluorescence polarization, uHTS | Rev-erbα–FITC-DNA binding, 90 min | Nuclear receptor subfamily 1 group D member 1 (Homo sapiens), P20393 | 0.79% of 370,000 active | AID 1259318, 2017 | activity, % at 10 µM;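 active = activity above about 14%, limit read from the data; passing the limit was not always enough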;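 also: 0% = DMSO wells with 35 nM protein and 100% = DMSO wells with 750 nM protein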
An asterisk follows results filed as active; nt = no result given. This is a subset (hit frequency here may not be typical).

[1] O=C(CSc1ccccn1)Nc1ccc(NC(=O)CSc2ccccn2)cc1
[2] CCCCN1C(=O)C2(NNc3ccccc3O2)c2ccccc21 (stereo unspecified)
[3] CCCCCCn1cc(C(=O)OCC)c(=O)c2cc(F)c(F)cc21
[4] C#CCSc1nnc(-c2ccc(C)cc2)o1
[5] Cc1ccc(C(=O)OCCN(C)Cc2ccccc2)cc1
[6] COc1ccc(/C=N\N2CCN(Cc3ccccc3Cl)CC2)cc1
[7] O=C(c1cnccn1)N1CCCC(N2CCN(c3cccc(Cl)c3)CC2)C1 (stereo unspecified)
[8] O=c1c2c3c(sc2nc2n1CCCCC2)C(O)CCC3 (stereo unspecified)

screen / no.,1,2,3,4,5,6,7,8
rCAG RNA binder,-3,26,-8,-1,-12,-5,-8,-1
UHRF1 MBD2 ctr,2,-6,0,0,6,2,2,-4
PRMT1 inh,1,11,-3,1,6,3,1,-3
PG9 Ab binder,1.2,-2.0,-0.8,-1.2,-4.0,-1.2,-1.4,0.2
HTRA1 inhibitor,-1,30,-6,4,2,-14,-1,8
mABHD4 FP,5,18,0,1,-14,6,2,-5
LEDGF integ inh,-5,-2,2,1,0,-6,-3,2
MBD2 inh,0,-3,-1,-5,10,3,3,3
TCR CD3 inh,-6,6,8,3,-4,-5,-9,5
Rev-erbA mod,4,-4,-1,1,-4,2,8,-2

[9] Cc1ccc(-c2noc(CSc3nnnn3C3CCCCC3)n2)cc1
[10] CCN(c1ccc(OC)cc1)S(=O)(=O)c1cc(-c2cc(C)no2)ccc1OC
[11] Cc1cc(C)cc(NC(=S)/N=C(\N)Nc2nc(C)c3ccccc3n2)c1
[12] O=C(O)c1cccc(Cn2c(Cl)c(/C=N/NC(=O)c3ccccc3)sc2=O)c1
[13] COc1ccccc1N1CCN(C(=O)CN(C)S(=O)(=O)c2ccc3c(c2)c(=O)n(C)c(=O)n3C)CC1
[14] CCCN(CC(=O)Nc1ccc(Cl)cc1Cl)C(=O)/C=C/c1cc(OC)ccc1OC
[15] CCOc1ccc(N(CC(=O)Nc2ccccc2OC)S(C)(=O)=O)cc1
[16] C=CCN1C(=O)C2C(C(=O)NC)C3(C)C=CC2(O3)C1C(=O)NCc1ccc(OC)cc1 (stereo unspecified)

screen / no.,9,10,11,12,13,14,15,16
rCAG RNA binder,-1,2,13,6,-6,-2,-3,-1
UHRF1 MBD2 ctr,2,3,1,-2,0,-4,0,3
PRMT1 inh,3,-1,-2,7,0,-3,-2,0
PG9 Ab binder,-1.0,-4.1,-2.5,-2.9,-1.1,2.6,-1.5,1.5
HTRA1 inhibitor,-17,-13,-33,3,10,-48,-8,6
mABHD4 FP,-15,-11,-8,-1,0,-13,-2,1
LEDGF integ inh,-2,1,1,1,4,0,3,6
MBD2 inh,2,-2,2,-5,0,-7,3,-5
TCR CD3 inh,-6,1,1,5,2,3,3,1
Rev-erbA mod,-2,-4,-3,2,5,1,-5,1

[17] Cc1ccc(CC(=O)Nc2ccc([N+](=O)[O-])cc2C)cc1
[18] O=C(O/N=C(/c1ccccc1)c1ccncc1)c1ccccc1[N+](=O)[O-]
[19] COc1ccc2nc(SCC(=O)N(C)C3CCCCC3)c(C#N)cc2c1
[20] O=C(c1ccc(-n2cccc2)cc1)N1CCN(Cc2ccccc2)CC1
[21] CC(=O)C(C(C)=O)C(NC(=O)c1cccnc1)(C(F)(F)F)C(F)(F)F
[22] COc1ccc(NC(=S)N(CCc2c(C)[nH]c3ccc(C)cc23)Cc2cccnc2)cc1
[23] CC1=CC(=O)C=C/C1=C(/c1ccc(O)cc1C)c1ccccc1S(=O)(=O)O
[24] C(#Cc1ccc2c(c1)COc1c3ccccc3nn1-2)c1ccccc1

screen / no.,17,18,19,20,21,22,23,24
rCAG RNA binder,-2,-5,-3,5,1,5,14,7
UHRF1 MBD2 ctr,-2,-1,-1,2,2,-1,-7,-2
PRMT1 inh,-1,-2,-1,1,1,4,4,3
PG9 Ab binder,0.5,-1.5,2.2,0.1,-3.3,-1.7,-3.2,1.8
HTRA1 inhibitor,-5,6,-7,6,-1,-4,-13,-15
mABHD4 FP,4,-1,0,-1,-1,4,-1,0
LEDGF integ inh,6,1,4,-2,2,-6,1,2
MBD2 inh,0,1,-6,-1,2,1,-17,-4
TCR CD3 inh,0,-1,7,-8,-1,0,-2,-6
Rev-erbA mod,0,-3,-3,5,2,7,9,-3

[25] Cc1cc(C)c(NC(=O)CSc2nc3ncc(Cl)cc3[nH]2)c(C)c1
[26] COc1ccc2oc(=O)c(C(=O)NCC3CCCO3)cc2c1 (stereo unspecified)
[27] Cc1ccc(S(=O)(=O)c2nc(-c3ccco3)oc2N2CCC(C)CC2)cc1
[28] COc1ccccc1N(CC(O)CN1C(=O)NC(C)(C)C1=O)S(=O)(=O)c1ccc(C)cc1 (stereo unspecified)
[29] CCOC(=O)C(NC(=O)c1ccc(F)cc1)(Nc1sc2c(c1C(N)=O)CCC2)C(F)(F)F (stereo unspecified)
[30] COc1cccc(-c2c(-c3ccccc3OC)ncn2Cc2cccc(-c3ccccc3)c2)c1
[31] CCOc1ccc(NC(=O)CN2C(=O)C3CC=CCC3C2=O)cc1 (stereo unspecified)
[32] CCOc1ccc(C(O)Cn2c(=N)n(CCN3CCCCC3)c3ccccc32)cc1 (stereo unspecified)

screen / no.,25,26,27,28,29,30,31,32
rCAG RNA binder,3,-2,-2,-6,8,6,-4,8
UHRF1 MBD2 ctr,-2,-2,-1,2,-6,3,-1,0
PRMT1 inh,0,-1,3,0,10,3,2,-2
PG9 Ab binder,3.0,1.5,1.4,-0.3,-0.9,-2.0,-0.7,-0.2
HTRA1 inhibitor,-2,1,0,2,1,nt,1,-2
mABHD4 FP,-4,11,5,3,-2,12,-5,6
LEDGF integ inh,0,3,-2,0,-4,1,-2,-1
MBD2 inh,0,2,-10,-5,-3,4,1,1
TCR CD3 inh,3,4,9,4,1,-4,2,1
Rev-erbA mod,11,1,2,3,1,-3,-4,-6

[33] COc1cccc(OCc2nnc(SCC(=O)OC3CCCCC3)n2C)c1
[34] COC(=O)Nc1nc(C)c(C(=O)N(C)C)s1
[35] Nc1ncnc2c1ncn2[C@@H]1O[C@H](C(=O)NS(=O)(=O)c2cccc(F)c2)[C@@H](O)[C@H]1O
[36] CCCCNC(=O)O/N=C(\N)CS(=O)(=O)C(C)(C)C
[37] CN(C)S(=O)(=O)c1ccc2c(c1)c(=O)c(C(=O)N1CCN(c3ccccn3)CC1)cn2C
[38] Cc1nc2ncccn2c1-c1csc(Nc2ccc(O)cc2)n1
[39] O=S(=O)(/N=C(\[O-])C[n+]1ccccc1)c1ccc(Cl)cc1
[40] CC(=O)N/C(=C\c1ccccc1)C(=O)OCC(=O)NC(=O)c1ccccc1

screen / no.,33,34,35,36,37,38,39,40
rCAG RNA binder,-9,3,2,2,1,0,-1,-3
UHRF1 MBD2 ctr,3,5,6,0,0,-5,0,2
PRMT1 inh,2,1,6,-4,-1,-5,-3,1
PG9 Ab binder,-0.5,-1.0,0.4,0.1,0.1,-11,-1.3,-2.0
HTRA1 inhibitor,-3,-2,nt,-1,7,9,8,2
mABHD4 FP,-7,2,-9,3,6,13,3,1
LEDGF integ inh,1,0,-2,-3,-1,2,-2,3
MBD2 inh,-2,2,2,0,4,-8,-1,-4
TCR CD3 inh,-8,1,-4,7,-7,6,3,7
Rev-erbA mod,1,1,-12,-3,4,-4,3,-5

Values in list order from the list:
PG9 Ab binder for nos. 34 to 37, in order: -1.0, 0.4, 0.1, 0.1

Next part
[41] Nc1cc(Cc2ccccc2)ccc1O
[42] O=C(NN=C/C=C/c1ccco1)c1cc(-c2ccc(Cl)cc2)n[nH]1
[43] COc1ccccc1C(=O)NC(=O)COC(=O)CCNS(=O)(=O)c1ccccc1
[44] COc1cccc(-c2nnn(CC(=O)N3CCCCC3)n2)c1
[45] Cc1nn(C)c(C)c1S(=O)(=O)N1CCC(C(=O)NC2CCCc3ccccc32)CC1 (stereo unspecified)
[46] CCOc1ccccc1NC(=O)c1oc2ccccc2c1NC(=O)C1CCCO1 (stereo unspecified)
[47] COc1ccc(C(=O)CSc2nc3cccnc3n2C)cc1

screen / no.,41,42,43,44,45,46,47
rCAG RNA binder,18,26,-1,-6,1,1,0
UHRF1 MBD2 ctr,7,0,-1,1,-3,-2,0
PRMT1 inh,8,15,1,-1,-3,1,-3
PG9 Ab binder,0.5,nt,0.1,0.7,0.2,0.5,-1.5
HTRA1 inhibitor,26,nt,1,1,1,-4,-1
mABHD4 FP,26,-42,3,-4,0,1,9
LEDGF integ inh,6,1,3,-3,1,2,2
MBD2 inh,7,0,-3,2,-2,-1,5
TCR CD3 inh,-3,nt,6,-4,-2,15,1
Rev-erbA mod,5,1,11,-2,1,-4,-2

Entries of single compounds, looked up by structure. Screens in order: rCAG RNA binder | UHRF1 MBD2 ctr | PRMT1 inh | PG9 Ab binder | HTRA1 inhibitor | mABHD4 FP | LEDGF integ inh | MBD2 inh | TCR CD3 inh | Rev-erbA mod
Profile of O=C(c1cnccn1)N1CCCC(N2CCN(c3cccc(Cl)c3)CC2)C1 (stereo unspecified) : -8 | 2 | 1 | -1.4 | -1 | 2 | -3 | 3 | -9 | 8
Profile of Cc1ccc(S(=O)(=O)c2nc(-c3ccco3)oc2N2CCC(C)CC2)cc1 : -2 | -1 | 3 | 1.4 | 0 | 5 | -2 | -10 | 9 | 2
Profile of CCOC(=O)C(NC(=O)c1ccc(F)cc1)(Nc1sc2c(c1C(N)=O)CCC2)C(F)(F)F (stereo unspecified) : 8 | -6 | 10 | -0.9 | 1 | -2 | -4 | -3 | 1 | 1
Profile of O=C(c1ccc(-n2cccc2)cc1)N1CCN(Cc2ccccc2)CC1 : 5 | 2 | 1 | 0.1 | 6 | -1 | -2 | -1 | -8 | 5
Profile of COc1ccc2nc(SCC(=O)N(C)C3CCCCC3)c(C#N)cc2c1 : -3 | -1 | -1 | 2.2 | -7 | 0 | 4 | -6 | 7 | -3
